# Assay outcomes: PubChem BioAssay, National Center for Advancing Translational Sciences (NCATS)
# hERG WT inh – qHTS for Inhibitors of KCHN2 3.1: Wildtype qHTS; activity change, % at 1.84 µM; AID 720551, 2013; U2OS, BacMam KCNH2, thallium flux FluxOr; active compounds read low; 0.37% of 340,000 active;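 active means maximum activity change below -70%; inconclusive means maximum activity change between -70% and -50%; inactive means maximum activity change above -50%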
#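 U2OS cells were transduced with wild-type KCNH2 virus (2.03 x 10^8 / mL) for 4 h at room temperature, then cultured overnight at 37 C. Thallium flux was read with FluxOr dye. Rate constants were normalized to DMSO controls.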
# Eya2 phos inh – qHTS Assay for Inhibitors of the Phosphatase Activity of Eya2; 0.006% of 330,000 active; AID 488837, 2010; Protein phosphatase EYA2 (Homo sapiens), O00167; recombinant Eya2, OMFP fluorescence dephosphorylation (OMFP is methylfluorescein phosphate); Potency, µM (doses to about 76.9 µM), for inactives: top-dose activity, negative = inhibition, hits mostly inhibitors; further: potency means the concentration at half of the fitted maximal effect
#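 Eya2 (0.2 uM) preincubated 10 min at ambient with compound, then OMFP substrate added at 50 uM; 10 min reaction in 50 mM HEPES pH 7.5, 50 mM NaCl, 5 uM MgCl2, 0.05% BSA, 1 mM DTT. Fluorescence read at Ex 485/Em 525 nm.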
# Giardia killer – Small Molecules that selectively kill Giardia lamblia: qHTS; activity change, % at 7.66 µM, hits read low; Giardia lamblia trophozoite viability; 0.15% of 340,000 active; in the data active means activity change below about -80%; inconclusive means between about -30% and that limit;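 further: parasites exposed to compound for two days anaerobically before the ATP read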
#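 Compounds were tested on trophozoites seeded at 100 cells/well and held 48 hrs at 37 deg C anaerobically. An ATP-based luminescent kit measured the remaining live cells.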
# B2AR arrestin – qHTS assay of beta-arrestin-biased ligands of beta2-adrenergic receptor; beta-arrestin recruitment to beta2AR, cell-based reporter; Potency, µM (doses to about 46.1 µM), for inactives: at the top dose activation, usual class: activators; 0.02% of 330,000 active;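 further: potency means the concentration at half of the fitted maximal effect; 0% = DMSO controls and full agonism = EC100 isoproterenol or metaproterenol; nearly all actives have a fitted effect of over 65% in size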
# Target sequence (P07550 whole entry, looked up): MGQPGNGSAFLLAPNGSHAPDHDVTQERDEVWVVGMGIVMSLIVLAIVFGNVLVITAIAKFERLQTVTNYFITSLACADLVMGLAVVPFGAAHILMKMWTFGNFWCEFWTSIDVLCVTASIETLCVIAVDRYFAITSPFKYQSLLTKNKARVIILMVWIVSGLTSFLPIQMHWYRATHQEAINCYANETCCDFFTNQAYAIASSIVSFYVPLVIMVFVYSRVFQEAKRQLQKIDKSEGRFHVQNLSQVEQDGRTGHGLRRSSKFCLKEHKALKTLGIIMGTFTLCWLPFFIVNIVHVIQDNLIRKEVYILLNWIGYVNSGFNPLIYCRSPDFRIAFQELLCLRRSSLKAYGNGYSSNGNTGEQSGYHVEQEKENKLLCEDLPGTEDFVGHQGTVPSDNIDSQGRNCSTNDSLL
# Coupling enz – qHTS Assay for Inhibitors of Fructose-1,6-bisphosphate Aldolase from Giardia Lamblia: Coupling assay counterscreen. AID 2472, 2010. coupling enzyme system counterscreen, AmpLite Red fluorescence. activity change, negative = inhibition, % at 58.2 µM, hits read low. 0.67% of 290,000 active; in the data active means activity change below about -30%
#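 Activity here indicates interference with the coupling reaction, not aldolase inhibition. Compounds at 57.5 uM final met coupling enzymes for 10 min at RT; substrate and AmpLite Red detection followed, with a 525/598 nm fluorescence read after 20 min.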
# GALK inh – qHTS Assay for Inhibitors of Human Galactokinase (GALK) | Potency, µM (top dose mostly 57.5 µM), for the others: top-dose activity change, negative = inhibition, actives largely listed as inhibitors | 0.007% of 270,000 active | P51570 | Purified GALK, Kinase-Glo residual ATP luminescence; further: potency means the concentration at half of the fitted maximal effect
# Target sequence (P51570 whole entry, looked up): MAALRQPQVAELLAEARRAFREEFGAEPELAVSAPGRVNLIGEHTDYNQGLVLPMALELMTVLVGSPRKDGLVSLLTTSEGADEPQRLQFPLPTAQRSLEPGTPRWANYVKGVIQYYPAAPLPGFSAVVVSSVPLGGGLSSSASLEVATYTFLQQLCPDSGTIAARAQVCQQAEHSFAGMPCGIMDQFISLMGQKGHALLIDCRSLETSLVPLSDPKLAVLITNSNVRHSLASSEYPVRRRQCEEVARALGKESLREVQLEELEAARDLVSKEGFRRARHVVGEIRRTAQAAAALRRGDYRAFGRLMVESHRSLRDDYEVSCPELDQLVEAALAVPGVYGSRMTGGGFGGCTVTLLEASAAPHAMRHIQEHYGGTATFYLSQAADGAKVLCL
#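 Quantitative HTS: GALK 5 nM, ATP 35 uM, galactose 100 uM, 1 h room temperature, then luciferase-based ATP detection.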
# USP2a block – qHTS Assay for Inhibitors of Ubiquitin-specific Protease USP2a Using CHOP2 as the Reporter; Potency, µM (highest dose often 38.3 µM), for inactives: top-dose activity change, negative = inhibition, actives largely listed as inhibitors; Ubiquitin carboxyl-terminal hydrolase 2 (Homo sapiens), O75604; USP2 core, Ub-CHOP2 coupled fluorogenic reporter, 485/531; 0.01% of 330,000 active; AID 463254, 2010;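 further: potency means the concentration at half of the fitted maximal effect; plate controls were DMSO wells for no effect and full inhibition by NEM control for full effect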
#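 Cell-free coupled assay: 10nM USP2 core preincubated 30min RT with compound in Tris-HCl pH 8.0/CaCl2/CHAPS buffer, then 25nM Ub-CHOP2 and 25nM reporter substrate; fluorescence (Ex 485/Em 531) read after 60min RT, normalized to NEM inhibition, concentration-response curves fitted.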
# BCR signal inh – qHTS Assay to Find Inhibitors of Chronic Active B-Cell Receptor Signaling | ABC-DLBCL IkBa-CBG/CBR reporter, luminescence ratio, 4 h | Potency, µM (top dose mostly 46.1 µM), for the others: at the highest dose ratio change, negative = lower green/red ratio, hits mostly inhibitors | 0.05% of 340,000 active; active means well fitted inhibition curve with a large enough effect in the signal ratio, with a control signal flat, not every such curve was filed as active; inconclusive means small, poorly fitted or top-dose-only effect, or effect the other way, or a change in a side signal; the % refers to the signal ratio;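 further: potency means the concentration at half of the fitted maximal effect; plate controls were basal doxycycline-induced cells for no effect and cells given 10 µM MG132 for full effect; MG132 reads +100%, hits lower the ratio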
#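 Compounds up to 46 uM were incubated four hours with TMD8 cells whose green CBG68 luciferase is fused to IkappaBalpha; red CBR luminescence normalised the signal, and concentration-effect curves were fitted to fusion, red and ratio data.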
# PKM2 act – qHTS Assay for Activators of Human Muscle isoform 2 Pyruvate Kinase; Pyruvate kinase PKM (Homo sapiens), P14618; purified PKM2, Kinase-Glo ATP luminescence, activation; response scale: 0% is enzyme alone, no compound; Potency, µM (highest dose often 57.5 µM), for the others: at the highest dose activation, usual class: activators; 0.34% of 260,000 active; further: potency means the concentration at half of the fitted maximal effect; nearly all actives have a fitted effect of over 55% in size
#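 hPK-M2, >95% pure; 0.1 mM ADP / 0.5 mM PEP final; imidazole pH7.2 buffer w/ 7 mM MgCl2, 50 mM KCl; 1 h RT; Kinase-Glo lum. Intermediate enzyme activity for dual inhibitor/activator qHTS.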
# KCNH2 3.1 block – qHTS for Inhibitors of KCHN2 3.1: Mutant qHTS; Potassium voltage-gated channel subfamily H member 2, brain isoform KCNH2 3.1 (human); U2OS KCNH2 3.1, thallium flux FluxOr; active compounds read low; activity change, % (tested at about 1.8 µM); 0.95% of 340,000 active;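 active means maximum activity change below -70%; inconclusive means maximum activity change from -70% to -50%; inactive means maximum activity change above -50%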;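 further: thallium influx rate constant from kinetic fluorescence after stimulation buffer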
#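 Thallium flux read-out: FluxOr dye with Red40 quencher in HBSS/HEPES, 45 min at RT. Rate constants from kinetic reads were normalized to positive and negative DMSO controls. Cells: U2OS virally expressing the 3.1 isoform.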
# uPA generation – qHTS for Inhibitors of Cell Surface uPA Generation. 0.31% of 330,000 active. cell surface uPA generation assay, qHTS. Potency, µM (top dose mostly 38.3 µM), inactives show at the highest dose activity change, negative = inhibition, usual class: inhibitors. AID 540303, 2011; active means well fitted inhibition curve with a large enough effect; inconclusive means small, poorly fitted or top-dose-only effect; inactive means no such curve, though single readings can be large or run the other way; tested in mouse RAW 264.7 cells; further: potency means the concentration at half of the fitted maximal effect; nearly all actives have a fitted effect of over 55% in size
# * hit, by the source's call; ? = inconclusive; nt = no result given; [ ] = remark or other dose. Unless noted, the call rests on the fitted dose curve; in most records, active means well fitted curve in the direction sought with a large enough effect; inconclusive means small, poorly fitted or top-dose-only effect, or another doubt; inactive means no such curve, though single readings can be large; an effect the other way counts as inactive or inconclusive. Unless noted, on the % scale 0 is the no-effect control and ±100 the full control effect.
molecule	Giardia killer	USP2a block	BCR signal inh	B2AR arrestin	Eya2 phos inh	PKM2 act	GALK inh	hERG WT inh	KCNH2 3.1 block	Coupling enz	uPA generation
CCOC(=O)Cn1c(=O)c2c(nc3n2CCN3Cc2ccccc2)n(C)c1=O	-13	2%	0%	-0.4%	-4%	1%	4%	-1	5	1	3%
COc1ccc2c(c1)C1(C)CC(C)(C)N2C(=O)N1c1ccccc1 (configuration not stated)	-20	-8%	?	3.1%	-6%	-4%	-1%	-9	6	-19	2%
Cc1ccc2oc(-c3cccc(NC(=O)c4cc(-n5cnnc5)ccc4Cl)c3)nc2c1	6	1%	?	-0.6%	-4%	0%	0%	1	20	2	-1%
CC(O)(CS(=O)(=O)Cc1ccccc1)C(=O)Nc1cccc(C(F)(F)F)c1 (configuration not stated)	-13	0%	-20%	0.3%	?	2%	-5%	-10	1	-1	nt
CCOc1ccccc1OC(=O)c1ccco1	24	nt	nt	nt	nt	-1%	3%	-5	11	1	-4%
CCOc1nc(N=C(N)N)nc2c(C)cccc12	-7	1%	?	-0.1%	-2%	-4%	0%	2	6	-1	-1%
O=C(CCN1C(=O)C2C3C=CC(C3)C2C1=O)N1CCN(c2cccc(Cl)c2)CC1 (configuration not stated)	1	1%	9%	-0.1%	-9%	-4%	0%	3	-6	4	-1%
CCCCCCn1c(COc2ccccc2F)nnc1SCC(=O)c1c(N)n(C)c(=O)n(C)c1=O	nt	-2%	1%	-0.6%	-5%	-18%	-1%	nt	nt	0	nt
NC(=O)NNc1cccc(Cl)n1	2	0%	5%	-0.1%	1%	1%	7%	-12	-7	-1	8%
COc1ccc(C(=O)NCCSC2CCCCC2)cc1	56[activator]	-6%	?	-0.5%	4%	3%	6%	-18	-112*	1	-4%
OCCNCc1cc(Br)ccc1OCc1ccc(Cl)cc1Cl	-19	-1%	1%	0.0%	-30%	-5%	-2%	7	-29	-1	-2%
Cc1ccccc1N1CCN(C2CCCN(C(=O)c3ocnc3C)C2)CC1 (configuration not stated)	-11	-1%	-4%	-0.3%	6%	2%	-1%	-2	1	nt	-4%
CCOC(=O)c1cc2c(ccn2C)n1CC(=O)N(C)C	1	3%	5%	-0.3%	-4%	-12%	8%	8	11	-23	2%
Cc1cccc(NC(=O)Cn2cnc3c(oc4nc5c(cc43)COC(C)(C)C5)c2=O)c1	-5	4%	1%	2.1%	-4%	-3%	0%	5	-14	3	-6%
O=C(NCC(c1ccco1)N1CCc2ccccc2C1)c1cccc([N+](=O)[O-])c1 (configuration not stated)	-6	-1%	-15%	0.2%	-27%	nt	nt	1	27	nt	-8%

# Arranged by molecular weight (smallest number first): some entries from above
molecule	Giardia killer	USP2a block	BCR signal inh	B2AR arrestin	Eya2 phos inh	PKM2 act	GALK inh	hERG WT inh	KCNH2 3.1 block	Coupling enz	uPA generation
NC(=O)NNc1cccc(Cl)n1	2	0%	5%	-0.1%	1%	1%	7%	-12	-7	-1	8%
CCOC(=O)c1cc2c(ccn2C)n1CC(=O)N(C)C	1	3%	5%	-0.3%	-4%	-12%	8%	8	11	-23	2%
COc1ccc(C(=O)NCCSC2CCCCC2)cc1	56[activator]	-6%	?	-0.5%	4%	3%	6%	-18	-112*	1	-4%
O=C(NCC(c1ccco1)N1CCc2ccccc2C1)c1cccc([N+](=O)[O-])c1 (configuration not stated)	-6	-1%	-15%	0.2%	-27%	nt	nt	1	27	nt	-8%
O=C(CCN1C(=O)C2C3C=CC(C3)C2C1=O)N1CCN(c2cccc(Cl)c2)CC1 (configuration not stated)	1	1%	9%	-0.1%	-9%	-4%	0%	3	-6	4	-1%

# Additional records.
molecule	Giardia killer	USP2a block	BCR signal inh	B2AR arrestin	Eya2 phos inh	PKM2 act	GALK inh	hERG WT inh	KCNH2 3.1 block	Coupling enz	uPA generation
O=C(COC(=O)c1ccc([N+](=O)[O-])o1)NC1CCCCC1	4	7%	-2%	-0.2%	3%	nt	nt	-1	2	nt	-13%
Cc1ccc(NC(=O)/C(=C\c2cccc(Br)c2)NC(=O)c2ccco2)cc1	-1	2%	5%	0.0%	-28%	-1%	-1%	44	15	1	-7%
O=C(COC(=O)CCc1nc2ccccc2c(=O)[nH]1)Nc1ccc(Cl)cn1	19	4%	6%	0.5%	-2%	9%	0%	2	7	-5	3%
Cc1ccc(OCC(=O)OCC(=O)c2cccc([N+](=O)[O-])c2)cc1C	-3	5%	4%	0.5%	-13%	5%	-6%	3	5	nt	1%
COc1ccc(Br)cc1CNc1ccc(N2CCOCC2)cc1	2	3%	3%	-0.9%	0%	nt	7%	-4	-12	-1	-4%
Cc1cc(=O)[nH]c2c(N=Nc3ccc(O)cc3)c(N)nn12	13	-2%	?	0.3%	-7%	-18%	6%	nt	10	2	-13%
Cc1cc2c(cc1C)CN(c1ccccc1)C2	-10	0%	?	-0.3%	-10%	-29%	0%	1	-17	-2	?
Cc1cccc(-n2nnc3cnn(C)c3c2=O)c1	5	1%	-5%	0.0%	-3%	1%	-1%	0	-3	5	-11%
CCN1CCN(CCOc2cccc(Oc3ccccc3)c2)CC1	-11	2%	-2%	-0.1%	12%	-5%	-2%	37	?	0	-16%
O=C(Nc1ccc2c(c1)OCCO2)c1cccc(S(=O)(=O)N2CCOCC2)c1	-27	5%	-1%	0.1%	4%	-1%	3%	-17	-17	-1	nt
CC(C(=O)N(C)C1CCCCC1)N1CCC(C(N)=O)CC1 (configuration not stated)	10	2%	-3%	-0.4%	1%	-2%	6%	6	2	3	1%
COc1cccc(N2CCN(c3ccc4nnc(CCC(=O)Nc5cc(C)ccn5)n4n3)CC2)c1	27	5%	-1%	0.2%	-1%	nt	-2%	4	7	nt	5%
Cc1noc(NS(=O)(=O)c2ccc(NC(=O)C(Cl)(Cl)Cl)cc2)c1C	-7	-1%	0%	-0.4%	18%	-1%	-5%	3	nt	8	0%
COc1cc([N+](=O)[O-])cc(/C=N/NC(=O)c2cccnc2)c1O	5	-4%	?	-0.7%	10%	-2%	-2%	2	-7	4	3%
COc1ccc(NC(=O)COc2nsnc2N2CCOCC2)cc1	-2	11%	-1%	-0.8%	-10%	-5%	1%	-7	20	2	16%
COC(=O)CSc1nnc(Cc2cc(=O)[nH]c(=O)[nH]2)n1-c1cccc(OC)c1	10	2%	-10%	-0.2%	17%	-3%	0%	4	16	3	2%
O=C(CNC(=S)N(Cc1ccc(F)cc1)C1CCCCC1)NCCN1CCOCC1	29	4%	-10%	0.1%	0%	1%	5%	1	-15	4	1%
COc1ccccc1NC(=O)Nc1ccccc1N1CCOCC1	-3	4%	0%	0.1%	-7%	-6%	4%	-2	5	0	-1%
C=CCc1cc(Cl)ccc1OCCOCCNC(C)(C)C	10	4%	?	-0.4%	1%	2%	1%	39	28	2	-20%
Cc1ccc2cc3c(nc2c1)OCC3	-8	4%	?	0.2%	3%	-4%	-1%	-25	-11	3	-2%
CCCOc1ccc(C(=O)CCC(=O)OCC(=O)N(C)c2c(N)n(Cc3ccccc3)c(=O)[nH]c2=O)cc1	5	3%	0%	-1.0%	-10%	0%	3%	-3	20	nt	3%
Cc1nc(NC(=O)c2cc3ccccc3o2)sc1C	-10	1%	?	-1.1%	-20%	-13%	16%	-1	26	-8	-7%
COc1ccc(NC(=O)CN(C)C(=O)c2ccc3c(c2)OCCO3)cc1	3	2%	6%	0.1%	-1%	nt	nt	3	-5	nt	-4%
Cc1ccc(-c2cn3c(n2)SCC3)cc1	32[activator]	1%	-3%	-0.2%	2%	5%	-1%	-9	7	1	-2%
CCOc1ccc(NS(=O)(=O)c2cc(C(=O)N3CC(C)OC(C)C3)ccc2C)cc1 (configuration not stated)	11	1%	3%	0.1%	-2%	nt	nt	-14	1	nt	0%
